Kir21 block – inhibitors of mouse Kir2.1 inward-rectifier potassium channel; HEK293-Kir2.1, FluxOR thallium flux fluorescence; stronger effect = lower value; B-score at 10 µM; 0.85% of 310,000 active; AID 1672;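 active = fluorescence ratio B-score at or below minus 3 SD of library scores, with starting-brightness B-score within 2 SD, cut at about -4.2 in these data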;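 also: channel flux triggered by added potassium and thallium sulfate stimulus; B-score of peak minus minimum fluorescence over baseline after thallium stimulus; more negative B-score means stronger Kir2.1 block with less thallium influx; some compounds called inactive have numbers as strong as hits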
Target sequence (P35561 whole entry, looked up): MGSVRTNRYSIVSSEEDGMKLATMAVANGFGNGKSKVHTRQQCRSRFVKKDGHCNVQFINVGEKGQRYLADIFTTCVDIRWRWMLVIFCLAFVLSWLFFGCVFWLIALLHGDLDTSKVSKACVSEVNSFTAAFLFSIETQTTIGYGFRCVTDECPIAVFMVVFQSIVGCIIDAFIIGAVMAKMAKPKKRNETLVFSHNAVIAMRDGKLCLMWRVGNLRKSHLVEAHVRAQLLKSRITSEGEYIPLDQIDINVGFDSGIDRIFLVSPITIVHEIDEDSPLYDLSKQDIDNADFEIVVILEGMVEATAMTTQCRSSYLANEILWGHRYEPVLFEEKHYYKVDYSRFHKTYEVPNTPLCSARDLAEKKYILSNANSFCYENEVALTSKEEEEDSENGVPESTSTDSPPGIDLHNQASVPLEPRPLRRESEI
STK33 kinase inh – blocks human STK33 kinase activity. inhibition, % at 10 µM. 0.073% of 320,000 active. purified STK33, MBP phosphorylation, ADP-Glo luminescence;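 active = inhibition at or above 25%, using the most active replicate where run in duplicate; inactive = inhibition below 25%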
Target sequence (Q9BYT3 whole entry, looked up): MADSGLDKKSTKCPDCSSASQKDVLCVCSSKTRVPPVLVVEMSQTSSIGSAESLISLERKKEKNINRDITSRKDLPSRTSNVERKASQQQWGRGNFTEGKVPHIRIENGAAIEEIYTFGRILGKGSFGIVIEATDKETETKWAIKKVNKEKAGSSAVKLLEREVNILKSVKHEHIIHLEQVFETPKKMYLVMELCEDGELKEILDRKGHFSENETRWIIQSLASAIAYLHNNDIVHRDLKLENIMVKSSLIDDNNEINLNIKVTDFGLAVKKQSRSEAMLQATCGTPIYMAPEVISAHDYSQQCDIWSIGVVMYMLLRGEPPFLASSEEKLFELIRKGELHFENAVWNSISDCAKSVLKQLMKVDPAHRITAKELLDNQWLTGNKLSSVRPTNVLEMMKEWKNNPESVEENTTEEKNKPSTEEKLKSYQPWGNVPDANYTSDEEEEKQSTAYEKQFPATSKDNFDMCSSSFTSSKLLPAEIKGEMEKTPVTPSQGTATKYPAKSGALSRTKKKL
* marks the source's active call; other numbers are inactive results.

Screening CCC1=C2CC[C@H]3C(=O)N(c4ccccc4)C(=O)[C@H]3[C@H]2[C@@]2(C)C(=NCC(=O)OC)OC(=O)N2C1=O returned STK33 kinase inh -0.6.
`Cc1ccc(C(C)C)c(OCCN(C)C)c1` gave Kir21 block -0.23 and STK33 kinase inh -0.7.
COc1ccc(-n2nc3c(N4CCC(C(=O)NCCc5ccccc5C)CC4)nnc(C)c3c2C)cc1 was read as Kir21 block 1.63 and STK33 kinase inh 0.1.
Screening Nc1nnc(SCc2ccc(Cl)cc2)s1 returned Kir21 block -0.06 and STK33 kinase inh -0.5.
For Cc1cccc(N2N=C(C(=O)Nc3ccc(Cl)c(S(=O)(=O)N4CCOCC4)c3)CCC2=O)c1 the results were STK33 kinase inh -1.0.
CC1(C)C(c2ccco2)=[N+]([O-])C2(CCCCC2=O)N1O (stereo not given) was read as Kir21 block -0.35 and STK33 kinase inh -0.8.
`CN(C)C(CNC(=S)Nc1cccc(Cl)c1)c1ccccc1` (stereo not given) gave Kir21 block -0.8 and STK33 kinase inh -1.7.
For O=C(c1cnn2c(C(F)F)cc(-c3ccccc3)nc12)N1CCc2ccccc2C1 the results were Kir21 block 0.06 and STK33 kinase inh -0.6.
O=C(N/N=C/c1cc([N+](=O)[O-])ccc1O)c1ccc2c(c1)OCCO2 was read as Kir21 block 0.87 and STK33 kinase inh 0.3.
`COc1ccccc1CCc1nnc(CCC(=O)NCC2CCCO2)o1` (stereo not given) gave Kir21 block 2.15 and STK33 kinase inh -0.7.
COc1ccc(/C=C/C(=O)O)cc1Cl was read as Kir21 block 1.03 and STK33 kinase inh -1.0.
For O=C(CSc1ncn[nH]1)Nc1ccc([N+](=O)[O-])cc1Br the results were Kir21 block -0.29 and STK33 kinase inh -1.0.
CCN(CC)CCOC(=O)c1c(C)oc2ccc(O)cc12 was read as Kir21 block -1.61 and STK33 kinase inh -0.5.
Screening CC(OC(=O)C1CCN(c2ccc(C(F)(F)F)cn2)CC1)C(=O)Nc1cccc([N+](=O)[O-])c1 (stereo not given) returned STK33 kinase inh 0.9.
CCC(=O)N1N=C(c2ccc(Cl)cc2)CC1c1ccco1 (stereo not given) was read as Kir21 block -0.16 and STK33 kinase inh -0.3.
`COc1cc(OC)cc(-c2nnc(SCC(=O)N3c4ccccc4Sc4ccccc43)o2)c1` gave Kir21 block 1.37 and STK33 kinase inh -0.2.
O=C1c2ccccc2C(=O)N1CCCC(=O)N1CCCc2ccccc21 was read as Kir21 block -2.42 and STK33 kinase inh -0.9.
For C[C@H](CO)N1C[C@H](C)[C@@H](CN(C)C(=O)Nc2ccccc2)Oc2ccc(NC(=O)Cn3cnnn3)cc2C1=O the results were STK33 kinase inh -0.4.
`CCOC(=O)c1c(C)[nH]c(C(=O)COC(=O)CCNS(=O)(=O)c2ccc(NC(C)=O)cc2)c1C` gave STK33 kinase inh -0.1.
Screening COc1ccccc1NC(=O)CCS(=O)(=O)c1ccc2c(c1)NC(=O)C(C)S2 (stereo not given) returned Kir21 block 1.13 and STK33 kinase inh -1.9.
`O=C(CC1(O)C(=O)N(Cc2ccccc2)c2ccccc21)c1ccncc1` (stereo not given) gave Kir21 block -0.02 and STK33 kinase inh 0.6.
For CCOc1ccc(C(=O)CCC(=O)NN2C(=O)NC3(CCCCC3)C2=O)cc1 the results were STK33 kinase inh -2.0.
CCn1nnnc1SCC(=O)Nc1nc2ccccc2s1 was read as Kir21 block 0.49 and STK33 kinase inh -1.1.
For O=C1C(Cl)=C(Nc2ccccc2O)C(=O)N1c1ccccc1 the results were Kir21 block 0.98 and STK33 kinase inh 1.3.
COc1cc(Cl)ccc1OCc1cc(C(=O)N2CCCCCC2)no1 was read as Kir21 block -0.36 and STK33 kinase inh -1.3.
`O=C(CCC(=O)N1CCN(C2CCCC2)CC1)Nc1nnc(C(F)(F)F)s1` gave Kir21 block 0.77 and STK33 kinase inh -0.9.
Screening CCCc1nc(N)sc1C(=O)OCC returned Kir21 block -1.09 and STK33 kinase inh -1.3.
For CC(C)C(=O)Nc1ccccc1N1CCN(S(C)(=O)=O)CC1 the results were Kir21 block 0.28 and STK33 kinase inh -0.3.
CCOc1ccc(-n2ccnc2SCC(=O)Nc2cc(C)on2)cc1 was read as Kir21 block 1.28 and STK33 kinase inh 0.0.
For Cc1cc(C)nc(NC(=S)Nc2ccc(Br)cc2Cl)c1 the results were Kir21 block -2.11 and STK33 kinase inh -0.8.
CC(C)n1cnc2cc(NCc3ccccn3)ccc21 was read as Kir21 block 1.7 and STK33 kinase inh 1.0.
Screening CN(C)CCCNC(=S)NCC(c1ccc(Cl)cc1Cl)c1c[nH]c2ccccc12 (stereo not given) returned Kir21 block -6.52* and STK33 kinase inh 3.5.
`COc1ccc(-c2c3c(=O)n(C)c(=O)n(C)c3cn2-c2ccc(O)cc2)cc1` gave Kir21 block 0.03 and STK33 kinase inh 0.3.
O=C(CCN1C(=O)c2ccncc2C1=O)Nc1ccc(F)cc1 was read as Kir21 block 0 and STK33 kinase inh -0.9.
COc1ccc(-c2cc3cc(OC)c(OC)cc3cn2)cc1 was read as STK33 kinase inh 0.0.
For O=C(CN1C(=O)NC2(CCCC2)C1=O)Nc1cc(C(F)(F)F)ccc1N1CCCCC1 the results were Kir21 block -0.12 and STK33 kinase inh -1.3.
For CCOc1cc2c3c(c1)C(C)=CC(C)(C)N3C(=O)C2=O the results were Kir21 block 0.78.
`Cc1cc(N2CCCCC2)n2ncc(-c3ccccc3)c2n1` gave Kir21 block -0.91 and STK33 kinase inh -1.6.
O=C(Cc1ccc(NC2=NC3CS(=O)(=O)CC3S2)cc1)NCCc1ccccc1 (stereo not given) was read as Kir21 block 0 and STK33 kinase inh -1.4.
CCn1c(/C=N/c2nc3ccccc3n2C)nc2ccccc21 was read as Kir21 block 0.21 and STK33 kinase inh -1.4.
`O=C(c1ccc(Cl)cc1)c1cc([N+](=O)[O-])ccc1N1CCOCC1` gave Kir21 block -0.62 and STK33 kinase inh -1.6.
For Cc1cc(NC(=O)Cn2nnc3sc4c(c3c2=O)CCCC4)no1 the results were Kir21 block 1.4 and STK33 kinase inh 0.5.
For CC(=O)NNc1cc(C)nc(N)n1 the results were Kir21 block -0.48 and STK33 kinase inh -1.3.
For C=CC[C@H]1CC(Cc2ccccc2)=C[C@H](CC=C)N1 the results were Kir21 block -6.55* and STK33 kinase inh -0.4.
For CCSc1nnc(NC(=O)CSc2nc3c(c(=O)n2CCOC)SC(C)C3)s1 (stereo not given) the results were Kir21 block 0.67 and STK33 kinase inh -0.1.

Reprinted at random: 5 compounds from above.
`Cc1cc(N2CCCCC2)n2ncc(-c3ccccc3)c2n1` gave Kir21 block -0.91 and STK33 kinase inh -1.6.
For CCOc1cc2c3c(c1)C(C)=CC(C)(C)N3C(=O)C2=O the results were Kir21 block 0.78.
`O=C(c1ccc(Cl)cc1)c1cc([N+](=O)[O-])ccc1N1CCOCC1` gave Kir21 block -0.62 and STK33 kinase inh -1.6.
For O=C(CN1C(=O)NC2(CCCC2)C1=O)Nc1cc(C(F)(F)F)ccc1N1CCCCC1 the results were Kir21 block -0.12 and STK33 kinase inh -1.3.
CCn1c(/C=N/c2nc3ccccc3n2C)nc2ccccc21 was read as Kir21 block 0.21 and STK33 kinase inh -1.4.

Following part
For Cc1c(OCc2nn[nH]n2)ccc2c3c(c(=O)oc12)CCCC3 the results were Kir21 block -0.3 and STK33 kinase inh 0.2.
`COc1ccc([C@@H]2[C@@H]3C(=O)N(C(C)(C)C)C(=O)[C@@H]3[C@]3(Cc4ccc(Cl)cc4)C(=O)N(c4ccc(Br)cc4)C(=O)N23)cc1` gave Kir21 block 0.8 and STK33 kinase inh 1.4.
CN(C)c1cncc(C(=O)O)c1 was read as Kir21 block -1.53 and STK33 kinase inh -0.9.
For Cc1ccc(C)c(CN2CCC(CNC(=O)Nc3ccc(C)c(F)c3)CC2)c1 the results were Kir21 block -0.54 and STK33 kinase inh 0.5.
Screening O=C(CNC(=O)c1ccco1)NCC(=O)OCc1ccc(Cl)cc1Cl returned Kir21 block 0.54 and STK33 kinase inh -1.1.
O=C(Cc1ccccc1)Nc1c(C(=O)N2CCOCC2)cnn1-c1ccccc1 was read as Kir21 block 1 and STK33 kinase inh 1.5.
`O=C(CN1C(=O)NC2(CCCC2)C1=O)Nc1ccccc1F` gave Kir21 block 0.03 and STK33 kinase inh -0.1.
For COc1ccc(/C=N/OCC(=O)Nc2nc3ccccc3s2)cc1 the results were Kir21 block -0.88 and STK33 kinase inh 3.2.
`COc1ccsc1C(=O)NCCN1CCOCC1` gave Kir21 block -0.93 and STK33 kinase inh -2.8.
CCOC(=O)C1=C(C)NC(=O)NC1c1ccco1 (stereo not given) was read as STK33 kinase inh -0.8.
For Cc1cccc(N2CCN(S(=O)(=O)c3ccc4c(c3)CCN4C(=O)CCC(=O)O)CC2)c1C the results were STK33 kinase inh 0.1.
For NC(=S)N/N=C1\c2ccccc2-c2c(C(=O)O)cccc21 the results were Kir21 block -0.84 and STK33 kinase inh 0.5.
Screening COc1ccc(Cl)cc1NC(=O)C(C)N1CCN(c2ccccn2)CC1 (stereo not given) returned Kir21 block 0.26 and STK33 kinase inh -0.3.
Screening Cc1cccc(/C=N/NC(=O)C2CCCNC2=O)c1 (stereo not given) returned Kir21 block -0.04 and STK33 kinase inh -1.2.
For CCCCC(=O)N/N=C/c1ccc(N2CCOCC2)c([N+](=O)[O-])c1 the results were Kir21 block 0.43 and STK33 kinase inh -0.1.
Screening O=C(CCCN1C(=O)C(c2ccccc2)Oc2cccnc21)NCc1ccccc1Cl (stereo not given) returned Kir21 block 1.35 and STK33 kinase inh -0.2.
`COc1ccccc1C(=O)OCc1nc(N)nc(Nc2ccccc2C)n1` gave Kir21 block -5.17* and STK33 kinase inh -2.0.
Screening CNC(=O)CS(=O)CC(=O)Nc1cc(OCCOC)c(Cl)cc1Cl (stereo not given) returned Kir21 block 0.28 and STK33 kinase inh 0.0.
`Cn1nc(C(C)(C)C)c([N+](=O)[O-])c1C(=O)N1CCOCC1` gave Kir21 block 0.16 and STK33 kinase inh -0.9.
Screening O=C(Nc1ccc2oc(-c3ccccc3)nc2c1)c1cc(-n2cnnc2)ccc1Cl returned Kir21 block -1.06 and STK33 kinase inh 0.8.
For CSc1ncccc1C(=O)OCC(=O)N(C)c1c(N)n(Cc2ccccc2)c(=O)[nH]c1=O the results were Kir21 block 1.11 and STK33 kinase inh -0.3.
Cc1cccc(N(CC(=O)N2CCc3ccccc3C2)S(C)(=O)=O)c1C was read as Kir21 block -1.4 and STK33 kinase inh -1.4.
For CCOC(=O)COc1ccc2nsnc2c1 the results were Kir21 block 0.8 and STK33 kinase inh 0.0.
Screening CCN1CCN(C(=O)c2cc3c(s2)-c2ccccc2S(=O)(=O)C3)CC1 returned Kir21 block 0.39 and STK33 kinase inh -0.8.
CC(C)(C)c1ccc(C(=O)NNc2ncccc2-n2cccc2)cc1 was read as Kir21 block 0.72 and STK33 kinase inh -0.6.
`O=C(CNc1ccc(Cl)cc1)c1ccc(Br)cc1` gave Kir21 block -0.04 and STK33 kinase inh -0.6.
`Cn1c2c(c(=O)n(C)c1=O)CN(Cc1ccco1)CN2` gave Kir21 block -0.01 and STK33 kinase inh 0.0.
For N/C(=N\OCc1ccc([N+](=O)[O-])cc1)c1ccncc1 the results were Kir21 block -0.48 and STK33 kinase inh -0.9.
Cc1c(C(=O)NCc2cccnc2)oc2c1C(=O)CC(C)(C)C2 was read as Kir21 block 1.03 and STK33 kinase inh -1.8.
For Cn1cc(C(=O)Nc2ccc(F)c(F)c2)cn1 the results were Kir21 block 0.68 and STK33 kinase inh -2.2.
Screening Cc1ccc2c(c1)C(SCC(=O)NCCc1ccccc1)CC1(CCCC1)O2 (stereo not given) returned Kir21 block 2.18 and STK33 kinase inh -2.4.
CCSc1nnc(NC(=O)CSc2sc3c(O)cc(=O)[nH]c3c2C#N)s1 was read as Kir21 block 0.95 and STK33 kinase inh -1.0.
For C=CCN(C)NC(=O)Nc1ccccc1 the results were Kir21 block 1.82 and STK33 kinase inh 0.5.
COc1ccc(CN2CCN(C(=O)c3cccs3)CC2)c(OC)c1OC was read as Kir21 block -0.7 and STK33 kinase inh -3.0.
Screening CCOc1ccc(CCNC(=O)Cn2c(=O)oc3ccccc32)cc1OCC returned Kir21 block -1.99 and STK33 kinase inh -1.8.
N#Cc1c(N(CCO)CCO)nc(N)c2c(N)nc3c(c12)CC(=O)N3Cc1cccs1 was read as Kir21 block 0.95 and STK33 kinase inh -0.7.
CS(=O)(=O)Cc1ccc(C(=O)N2CCN(C(=O)c3cccs3)CC2)cc1 was read as STK33 kinase inh -0.5.
CCN(CC)CCN1c2ccccc2Sc2ccccc21 was read as Kir21 block -4.67* and STK33 kinase inh -0.8.
C[C@H](NC(=O)c1nc[nH]c1C(=O)N1CCN(c2ccccc2)CC1)C(=O)OC(C)(C)C was read as Kir21 block -0.27 and STK33 kinase inh 0.4.
Screening CCOC(=O)C1=C(N)Oc2cc(C)n(CCc3ccc(OC)c(OC)c3)c(=O)c2C1c1cccnc1 (stereo not given) returned Kir21 block 1.19 and STK33 kinase inh 0.0.
`CCOC(=O)c1sc2nc(CSc3ccccc3)nc(N3CCCN(C)CC3)c2c1C` gave Kir21 block -2.78 and STK33 kinase inh 1.4.
Screening Cc1cccc(C)c1OCCCn1ccnc1 returned Kir21 block -0.37 and STK33 kinase inh 0.9.
Screening CCCCCCCCCn1c2c(c(=N)c3c1CCC3)CCC2 returned Kir21 block -15.2* and STK33 kinase inh 2.2.
Cc1cc(=O)oc2cc(Nc3ccccc3)ccc12 was read as Kir21 block 0.55.
`COc1ccc(C(=O)Nc2nnc(SCC(=O)NC3CC3)s2)cc1` gave Kir21 block -0.76 and STK33 kinase inh 0.4.

Assay outcomes: PubChem, several laboratories

Rows are unselected; 0.84% or so of the library scored in one or more.
